Source: PubChem (National Center for Advancing Translational Sciences (NCATS))
p53 reactivator = qHTS assay for re-activators of p53 using a Luc reporter. H1299 p53-A138V BP100-luciferase reporter, luminescence, 24 h. Potency, µM (doses to about 92.2 µM), inactives show top-dose activity change, positive = activation, actives largely listed as activators. 320,000 tested, 0.063% active. AID 504706, 2011; note: % of control where 0% means no effect; nearly all actives have a fitted effect of over 45% in size
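H1299 (p53-null), stable ts p53-A138V + BP100-Luc; 1000 cells/well, Opti-MEM/10% FBS; cpd 4 pt, 1:5; 24 h, 37 deg C, 5% CO2; detection reagent 10 min RT; luminescence.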
NPC1 promoter act = qHTS Assay for NPC1 Promoter Activators. Huh7 NPC1 promoter luciferase reporter, 24 h. Potency, µM (top dose mostly 9.22 µM), for inactives: at the top dose activation, usual class: activators. 320,000 tested, 2.4% active;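 note: % of control where 0% means no effect; nearly all actives have a fitted effect of over 60% in size; reporter is driven by a mutant NPC1 promoter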
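Readout is luciferase luminescence, reflecting NPC1 promoter activation in stably transfected Huh7 cells after 24 h compound exposure at 37 °C in reduced-serum medium with 10% FBS.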
RORg inh = qHTS for inhibitors of ROR gamma transcriptional activity | AID 2551, 2010 | Potency, µM (titrated, usually from 53.6 µM), without a hit: top-dose activity change, negative = inhibition, most hits filed as inhibitors | Nuclear receptor ROR-gamma (Mus musculus), P51450 | Drosophila S2 Gal4-RORgamma UAS-luciferase reporter, 20 h | 310,000 tested, 5.4% active; note: % is set by controls: 0 for no effect and ±100 for the full control effect; nearly all actives have a fitted effect of over 60% in size
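Compounds are pin-transferred onto Drosophila Schneider cells expressing a copper-inducible Gal4–ROR gamma transactivation domain fusion. After 1 hr, copper sulfate is added to 700 uM final; luciferase is read 20 hr later.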
VP16 counter = VP16 counterscreen qHTS for inhibitors of ROR gamma transcriptional activity | 310,000 tested, 3.5% active | Drosophila S2 Gal4-VP16 UAS-luciferase, luminescence, 20 h | Potency, µM (series often up to 53.6 µM), for inactives: at the top dose activity, negative = inhibition, most hits filed as inhibitors;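 note: Gal4-VP16 expression switched on by copper sulfate through the metallothionein promoter; % is set by controls: 0 for no effect and ±100 for the full control effect; nearly all actives have a fitted effect of over 50% in size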
uPA generation = qHTS for Inhibitors of Cell Surface uPA Generation. AID 540303, 2011. Potency, µM (doses to about 38.3 µM), for the others: at the highest dose activity change, negative = inhibition, hits mostly inhibitors. 330,000 tested, 0.31% active. cell surface uPA generation assay, qHTS; active = well fitted inhibition curve with a large enough effect; inconclusive = small, poorly fitted or top-dose-only effect; inactive = no such curve, though single readings can be large or run the other way; tested in mouse RAW 264.7 cells; note: % is set by controls: 0 for no effect and ±100 for the full control effect; nearly all actives have a fitted effect of over 55% in size
Rab9 promoter act = qHTS Assay for Rab9 Promoter Activators; Huh7 Rab9 promoter-luciferase reporter, luminescence, 24 h; 320,000 tested, 2.8% active; Potency, µM (series often up to 9.22 µM), for the others: at the top dose activation, negative = inhibition, actives largely listed as activators; note: % of control where 0% means no effect; nearly all actives have a fitted effect of over 60% in size
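Steps: seed 1500 Huh7 Rab9-luc cells per well, rest 2 h at 37 °C; add compound in DMSO; incubate 24 h; add luciferase reagent, 10 min ambient; read luminescence.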
CXXC DNA block = qHTS Fluorescence Polarization Assay for Inhibitors of MLL CXXC domain - DNA interaction; 290,000 tested, 0.037% active; Histone-lysine N-methyltransferase 2A (Homo sapiens), Q03164; Potency, µM (top dose mostly 115 µM), for the others: top-dose activity change, negative = inhibition, actives largely listed as inhibitors; AID 2662, 2010; MLL-CXXC / FITC-HOXA9 DNA fluorescence polarization; active = well fitted inhibition curve with a large enough effect in the polarisation, with a control signal flat, not every such curve was filed as active; inconclusive = small, poorly fitted or top-dose-only effect, or effect the other way, or a change in a side signal; inactive = no such curve, though single readings can be large or run the other way; the % refers to the polarisation
Target sequence (Q03164 whole entry, looked up, the tested form may be a part): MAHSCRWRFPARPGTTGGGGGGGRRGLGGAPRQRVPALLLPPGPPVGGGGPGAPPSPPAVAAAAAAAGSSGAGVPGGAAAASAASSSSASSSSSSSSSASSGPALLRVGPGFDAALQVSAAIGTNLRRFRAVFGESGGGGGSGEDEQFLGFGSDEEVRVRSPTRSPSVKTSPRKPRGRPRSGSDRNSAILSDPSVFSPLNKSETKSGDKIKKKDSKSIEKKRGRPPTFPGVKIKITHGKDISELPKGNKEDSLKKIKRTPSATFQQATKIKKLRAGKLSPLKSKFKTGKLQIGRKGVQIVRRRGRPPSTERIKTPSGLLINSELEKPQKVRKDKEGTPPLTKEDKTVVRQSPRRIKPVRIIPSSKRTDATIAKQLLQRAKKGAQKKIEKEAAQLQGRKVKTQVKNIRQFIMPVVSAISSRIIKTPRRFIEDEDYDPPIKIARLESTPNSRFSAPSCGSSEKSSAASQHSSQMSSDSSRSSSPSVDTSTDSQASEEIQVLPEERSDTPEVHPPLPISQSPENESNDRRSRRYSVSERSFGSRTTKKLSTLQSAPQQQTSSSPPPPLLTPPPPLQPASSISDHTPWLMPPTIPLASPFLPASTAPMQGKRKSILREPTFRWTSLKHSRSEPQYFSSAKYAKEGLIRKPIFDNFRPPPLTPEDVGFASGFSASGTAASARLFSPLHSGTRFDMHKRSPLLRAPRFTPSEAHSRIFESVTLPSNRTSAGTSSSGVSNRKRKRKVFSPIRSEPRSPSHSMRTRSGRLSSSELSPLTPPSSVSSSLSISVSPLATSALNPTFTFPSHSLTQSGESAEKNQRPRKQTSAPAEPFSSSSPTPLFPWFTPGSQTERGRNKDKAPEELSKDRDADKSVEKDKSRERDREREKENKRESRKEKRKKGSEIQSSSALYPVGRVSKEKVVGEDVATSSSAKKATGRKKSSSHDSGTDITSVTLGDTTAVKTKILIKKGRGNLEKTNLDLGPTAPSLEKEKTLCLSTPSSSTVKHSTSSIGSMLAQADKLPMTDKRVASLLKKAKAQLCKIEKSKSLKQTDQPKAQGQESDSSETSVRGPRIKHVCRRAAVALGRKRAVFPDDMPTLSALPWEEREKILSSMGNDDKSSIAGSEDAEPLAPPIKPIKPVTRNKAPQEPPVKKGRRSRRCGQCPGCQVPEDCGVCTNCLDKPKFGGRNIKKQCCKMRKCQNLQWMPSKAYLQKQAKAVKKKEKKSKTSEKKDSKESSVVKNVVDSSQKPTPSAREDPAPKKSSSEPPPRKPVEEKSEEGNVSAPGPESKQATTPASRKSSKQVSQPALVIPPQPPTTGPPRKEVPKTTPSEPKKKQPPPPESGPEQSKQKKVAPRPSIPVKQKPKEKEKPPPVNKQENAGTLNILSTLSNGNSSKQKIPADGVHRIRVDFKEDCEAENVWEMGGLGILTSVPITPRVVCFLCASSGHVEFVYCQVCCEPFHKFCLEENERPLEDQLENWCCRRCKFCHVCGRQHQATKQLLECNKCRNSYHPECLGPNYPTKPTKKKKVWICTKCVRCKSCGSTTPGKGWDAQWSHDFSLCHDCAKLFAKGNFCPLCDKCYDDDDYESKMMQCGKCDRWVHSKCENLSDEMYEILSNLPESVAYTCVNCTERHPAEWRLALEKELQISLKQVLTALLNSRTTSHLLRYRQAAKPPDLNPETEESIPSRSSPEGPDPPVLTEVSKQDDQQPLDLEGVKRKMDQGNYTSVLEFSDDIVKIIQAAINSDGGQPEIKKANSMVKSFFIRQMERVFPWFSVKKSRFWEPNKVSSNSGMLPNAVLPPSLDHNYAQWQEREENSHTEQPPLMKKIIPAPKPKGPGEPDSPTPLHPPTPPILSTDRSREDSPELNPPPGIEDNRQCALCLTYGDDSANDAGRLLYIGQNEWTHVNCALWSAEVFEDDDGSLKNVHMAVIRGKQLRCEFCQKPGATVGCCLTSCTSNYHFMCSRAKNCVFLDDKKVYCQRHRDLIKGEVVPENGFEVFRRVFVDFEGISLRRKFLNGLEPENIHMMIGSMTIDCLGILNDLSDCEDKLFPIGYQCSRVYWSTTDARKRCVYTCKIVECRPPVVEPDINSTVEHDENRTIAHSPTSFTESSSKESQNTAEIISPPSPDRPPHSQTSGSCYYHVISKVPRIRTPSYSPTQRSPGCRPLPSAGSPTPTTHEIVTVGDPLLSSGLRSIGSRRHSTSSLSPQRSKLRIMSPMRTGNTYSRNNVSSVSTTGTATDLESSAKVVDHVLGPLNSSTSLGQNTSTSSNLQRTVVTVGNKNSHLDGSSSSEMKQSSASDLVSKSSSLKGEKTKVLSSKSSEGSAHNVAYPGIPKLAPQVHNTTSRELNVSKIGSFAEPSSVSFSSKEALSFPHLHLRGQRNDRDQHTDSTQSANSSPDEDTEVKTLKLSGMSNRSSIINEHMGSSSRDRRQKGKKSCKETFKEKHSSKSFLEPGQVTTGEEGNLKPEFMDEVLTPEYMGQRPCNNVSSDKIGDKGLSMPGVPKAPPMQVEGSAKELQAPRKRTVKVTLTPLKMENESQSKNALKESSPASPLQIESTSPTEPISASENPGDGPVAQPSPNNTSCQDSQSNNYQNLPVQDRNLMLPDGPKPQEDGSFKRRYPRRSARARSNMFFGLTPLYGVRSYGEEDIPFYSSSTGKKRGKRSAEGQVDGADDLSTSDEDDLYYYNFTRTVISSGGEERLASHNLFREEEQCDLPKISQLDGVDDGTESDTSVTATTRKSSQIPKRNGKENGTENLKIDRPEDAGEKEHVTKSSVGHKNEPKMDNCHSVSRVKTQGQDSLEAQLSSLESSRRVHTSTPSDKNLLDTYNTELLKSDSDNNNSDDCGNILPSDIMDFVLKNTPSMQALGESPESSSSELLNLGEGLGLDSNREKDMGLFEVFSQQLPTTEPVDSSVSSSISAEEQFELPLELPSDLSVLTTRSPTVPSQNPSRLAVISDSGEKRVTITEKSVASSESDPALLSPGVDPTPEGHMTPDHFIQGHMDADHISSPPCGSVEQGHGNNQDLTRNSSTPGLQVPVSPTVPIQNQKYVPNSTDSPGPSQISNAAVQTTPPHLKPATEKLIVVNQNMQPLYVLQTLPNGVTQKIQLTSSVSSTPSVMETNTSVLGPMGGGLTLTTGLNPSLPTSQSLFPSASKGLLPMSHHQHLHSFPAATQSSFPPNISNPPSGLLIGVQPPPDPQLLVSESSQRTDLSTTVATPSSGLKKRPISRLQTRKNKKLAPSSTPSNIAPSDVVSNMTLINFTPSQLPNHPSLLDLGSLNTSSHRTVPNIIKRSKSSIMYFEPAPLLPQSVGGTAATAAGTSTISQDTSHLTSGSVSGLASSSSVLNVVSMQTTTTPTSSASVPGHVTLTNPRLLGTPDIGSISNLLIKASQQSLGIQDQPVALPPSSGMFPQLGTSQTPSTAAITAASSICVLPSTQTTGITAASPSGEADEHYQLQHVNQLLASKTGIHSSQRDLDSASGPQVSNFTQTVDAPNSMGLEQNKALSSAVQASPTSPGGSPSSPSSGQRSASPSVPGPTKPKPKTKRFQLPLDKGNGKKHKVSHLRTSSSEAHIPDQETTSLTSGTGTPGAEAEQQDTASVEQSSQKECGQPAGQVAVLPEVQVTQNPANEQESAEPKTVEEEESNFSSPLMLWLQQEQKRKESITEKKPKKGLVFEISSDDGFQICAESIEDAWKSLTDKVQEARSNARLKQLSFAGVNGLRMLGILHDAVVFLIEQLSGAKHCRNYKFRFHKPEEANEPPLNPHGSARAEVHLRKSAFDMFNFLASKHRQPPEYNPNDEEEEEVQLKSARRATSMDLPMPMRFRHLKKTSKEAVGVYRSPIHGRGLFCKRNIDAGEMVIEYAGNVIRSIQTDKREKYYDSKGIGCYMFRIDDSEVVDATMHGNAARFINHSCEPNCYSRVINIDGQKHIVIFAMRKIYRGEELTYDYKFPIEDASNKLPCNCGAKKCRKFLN
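Steps: dispense CXXC domain solution (7 uM) → pin compounds or unlabeled HOX-A9 DNA control → 5 min ambient → add FLSN-HOX-A9 solution (50 nM) → spin → 30 min ambient → fluorescence polarization. Tris pH 7.5/NaCl/DTT/BSA buffer.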
MBNL1 CUG block = qHTS Assay for Inhibitors of MBNL1-poly(CUG) RNA binding; Muscleblind-like protein 1 (Homo sapiens), Q9NR56; TR-FRET MBNL1-His/biotin-(CUG)12 binding, 665/545 ratio; Potency, µM (titrated, usually from 57.5 µM), for the others: at the top dose activity change, negative = inhibition, usual class: inhibitors; 280,000 tested, 0.036% active; AID 2675, 2010; active = well fitted inhibition curve with a large enough effect in the signal ratio, with a control signal flat, not every such curve was filed as active; inconclusive = small, poorly fitted or top-dose-only effect, or effect the other way, or a change in a side signal; inactive = no such curve, though single readings can be large or run the other way; the % refers to the signal ratio; note: % is set by controls: 0 for no effect and ±100 for the full control effect
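TR-FRET readout: Ex 340 nm, 665/545 nm emission ratio, normalized to buffer-only (basal) and MBNL1-(CUG)12 controls. Complex of MBNL1-His with Biotin-(CUG)12, compounds 92 nM–58 uM, incubated 60 min at room temperature.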
ELG1 genotoxic = qHTS screen for small molecules that induce genotoxicity in human embryonic kidney (HEK293T) cells expressing luciferase-tagged ELG1; HEK293T ELG1-luciferase reporter, luminescence, 16 h; Potency, µM (highest dose often 46 µM), for the others: at the top dose activity change, positive = activation, hits mostly activators; 330,000 tested, 1.3% active; note: % of control where 0% means no effect; nearly all actives have a fitted effect of over 60% in size
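Luminescence read-out: rising ELG1-luciferase signal, reflecting elevated ELG1 protein under genetic stress, flags genotoxic compounds. Cells were treated for 16 hr at 37 °C before ONE-Glo detection.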
FLuc counter = qHTS profiling assay for firefly luciferase inhibitor/activator using purifed enzyme and Km concentrations of substrates (counterscreen for miR-21 project) | purified FLuc, Km substrates, luminescence inhibition | Potency, µM (highest dose often 57.5 µM), inactives show top-dose activity change, negative = inhibition, usual class: inhibitors | 360,000 tested, 6.9% active;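 note: plate controls were vehicle for no effect and reference inhibitor for full effect; nearly all actives have a fitted effect of over 55% in size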
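Purified P. pyralis luciferase, 10 nM final, with Km-level 10 uM D-luciferin and 10 uM ATP in 50 mM Tris acetate pH 7.5, 10 mM Mg acetate, 0.01% Tween-20, 0.05% BSA; 6-point qHTS titration about 60 µM downward; luminescence read.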
BRCA1 expr act = qHTS Assay to Identify Small Molecule Activators of BRCA1 Expression; MCF7-BRCA1-FFLuc reporter, luminescence, 48 h; response scale: scaled: vehicle 0%, 10 µM genistein 100%; Potency, µM (doses to about 46.1 µM), inactives show at the top dose activation, usual class: activators; 380,000 tested, 1.1% active; AID 624202, 2012; note: nearly all actives have a fitted effect of over 80% in size; some results filed as inactive show a strong effect at the top dose
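MCF7-BRCA1-FFLuc, 2000 cells/well; 2 h attach, 37 °C/5% CO2; compound 48 h; luciferase substrate 15 min; luminescence end-point. Norm. to genistein 10 microM max activation and DMSO; concentration-response curves fitted.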
Starred values were filed as active, the others as inactive; ? = inconclusive; . = not tested or not shown; [ ] = another dose, or the depositor's remark. Unless noted, calls come from the whole dose curve; as a rule, active = well fitted curve in the direction sought with a large enough effect; inconclusive = small, poorly fitted or top-dose-only effect, or another doubt; inactive = no such curve, though single readings can be large; an effect the other way counts as inactive or inconclusive. Potency is the fitted concentration of half-maximal effect. An excerpt; count on the stated rates, not on these rows.

SMILES	p53 reactivator	NPC1 promoter act	RORg inh	VP16 counter	uPA generation	Rab9 promoter act	CXXC DNA block	MBNL1 CUG block	ELG1 genotoxic	FLuc counter	BRCA1 expr act
Cc1cc(C(=O)OCC(=O)NCCCN2CCCC2=O)c2ccccc2n1	-3%	0%	-1%	-3%	4%	0%	-2%	?	-3%	0%	3%
C=CCC1(/C=N/O)CCOC(C)(C)C1 (stereo not drawn)	0%	-3%	5%	1%	2%	-3%	-9%	-4%	-3%	1%	0%
Cn1ncc(N=Cc2ccccc2O)c1C(=O)Nc1ccccc1	6%	0%	15%	13%	-1%	-3%	-6%	-8%	1%	2%	-9%
COc1ccccc1NC(=S)N/N=C/c1ccc(O)cc1	?	?	4µM*	7.1µM*	-5%	?	-9%	-2%	?	?	3.2µM*
O=C(COc1ccc(Cl)cc1Cl)NC1CCSC1=O (stereo not drawn)	?	?	-6%	-19%	-5%	3.5µM*	0%	5%	16µM*	11µM*	?
Cc1[nH]n(-c2ccc([N+](=O)[O-])cc2)c(=O)c1C=NCCN1CCN(C(=O)c2cccc(F)c2)CC1	7%	0%	-18%	4%	-3%	16%	13%	13%	6%	2%	7%
O=C(CNC(=O)c1ccco1)OCC(=O)c1ccccc1	8%	-10%	?	5%	3%	2%	15%	-7%	1%	-4%	-2%
C=CCOc1ccc(C=Nc2ccc(Cl)cc2)c(O)c1	5%	0%	-44%	-15%	-2%	-2%	13%	.	1%	?	-24%
COc1cccc(NC(=O)c2ccc(S(=O)(=O)N3CCCC3)cc2)c1	-2%	2%	23%	-11%	-3%	-2%	0%	-3%	-5%	4%	1%
Cc1ccc(NS(=O)(=O)c2c(C(=O)N3CCCCCC3)c(C)n(C)c2C)c(C)c1	0%	18%	3%	-3%	1%	-2%	2%	-8%	0%	1%	-3%
N#CC1=C(N)Oc2cc3ccccc3cc2C1c1cccs1 (stereo not drawn)	-5%	-20%	-14%	0%	-9%	-6%	15%	1%	-1%	-8%	-51%
Cc1ccc(S(=O)(=O)Cc2ccc(C(=O)O)o2)cc1	-2%	0%	-15%	-4%	1%	1%	-6%	0%	0%	2%	-21%
Cc1nc(-c2ccccc2)sc1C(=O)CSc1ccc(Br)cc1	5%	-1%	?	4%	3%	1%	-7%	8%	1%	-2%	-31%
CCc1ccc(C(C)NC(=O)/C(C#N)=C\c2cn[nH]c2-c2ccccc2)cc1 (stereo not drawn)	.	.	5%	9%	.	.	-3%	10%	.	-6%	-17%
COc1cc(C(=O)NCCN=C2NS(=O)(=O)c3ccccc32)cc(OC)c1OC	-1%	1%	10%	2%	1%	4%	41%	0%	7%	1%	0%
Cc1ccccc1NC(=O)Cn1cnc2c(oc3nc4c(cc32)CCCC4)c1=O	1%	1%	-1%	-8%	2%	10%	4%	13%	6%	-14%	2%
C=CCn1c(SCc2ccc([N+](=O)[O-])cc2)nnc1C(C)NC(=O)c1ccccc1 (stereo not drawn)	12%	0%	9%	5%	.	-4%	-7%	?	-2%	-2%	4%
O=c1oc2ccc(Cl)cc2nc1/C=C(\O)c1ccco1	21%	18%	-22%	3%	?	-6%	37%[activator]	3%	3%	4%	-13%
O=C(NCCc1cccs1)C1CC(c2cccc([N+](=O)[O-])c2)=NO1 (stereo not drawn)	4%	1%	?	-6%	9%	1%	-1%	?	-4%	-3%	0%
CCc1nnc(NC(=O)CSc2nnc(-c3ccc(S(=O)(=O)N(CC)CC)cc3)n2CC)s1	-4%	1%	9%	1%	-2%	1%	-18%	1%	-1%	0%	4%
S=C(NCCCN1CCOCC1)N1CCN(c2ccccc2)CC1	-10%	0%	11%	-16%	0%	-7%	4%	-10%	-2%	-1%	-3%
c1coc(CN(Cc2cccs2)Cc2nnnn2C2CCCCC2)c1	4%	-5%	?	-16%	6%	-3%	-1%	-9%	0%	0%	-4%
CCOC(=O)c1ccccc1NC(=O)c1ccc(N(C)S(C)(=O)=O)cc1	-5%	-1%	19%	-4%	-1%	-1%	8%	-10%	-2%	-20%	1%
CC(=O)c1c(N2CCOCC2)nc2ccc(Br)cc2c1-c1ccccc1	-2%	-2%	6%	-3%	12%	2%	2%	-13%	-11%	0%	-33%
O=[N+]([O-])c1ccc2nc(CCCO)[nH]c2c1	2%	-4%	4%	-4%	-3%	-3%	11%	?	-3%	-4%	-3%

Entries listed above marked active in BRCA1 expr act:
mol | p53 reactivator | NPC1 promoter act | RORg inh | uPA generation | CXXC DNA block | BRCA1 expr act
COc1ccccc1NC(=S)N/N=C/c1ccc(O)cc1 | ? | ? | 4µM* | -5% | -9% | 3.2µM*

(more compounds)
SMILES	p53 reactivator	NPC1 promoter act	RORg inh	VP16 counter	uPA generation	Rab9 promoter act	CXXC DNA block	MBNL1 CUG block	ELG1 genotoxic	FLuc counter	BRCA1 expr act
C#CCCC(=O)c1ccccc1/C=[N+](\[O-])c1ccccc1	-6%	-2%	.	.	-4%	-1%	.	.	1%	-2%	-21%
O=C(NCCc1c[nH]c2ccccc12)c1ccc(S(=O)(=O)NCc2ccco2)cc1	1%	17%	?	-9%[0.365 µM]	-1%	-2%	7%	1%	-20%	0%	-37%
Cc1ccccc1OCc1n[nH]c(=S)n1-c1cccc(Cl)c1	.	-1%	4µM*	4.5µM*	12%	0%	10%	-5%	-4%	0%	2%
Cc1nc(-c2ccc(Cl)cc2)sc1C1(C)CC(c2cccc(Cl)c2)=NO1 (stereo not drawn)	.	18%	2%	-6%	-2%	3%	7%	13%	15%	24µM*	27%
COc1ccc(COC(=O)C2CC(=O)N(Cc3ccccc3)C2)cc1 (stereo not drawn)	4%	-7%	.	.	13%	-6%	.	.	2%	2%	3%
CC(C)(C)c1ccccc1NC(=O)N1CCNC(=O)C1CC(=O)Nc1ccc(F)cc1 (stereo not drawn)	0%	6%	-2%	-3%	2%	10%	26%	-3%	3%	-4%	-2%
COc1ccc(C2c3ccc4ccccc4c3Oc3ncn(CCCO)c(=N)c32)cc1 (stereo not drawn)	0%	-1%	4µM*	-26%	4%	-1%	2%	-11%	6%	-4%	-56%
COc1cc(C(=O)NNC(=O)C2CSC3(C)CCC(=O)N23)cc(OC)c1OC (stereo not drawn)	7%	4%	.	.	8%	0%	.	.	-3%	-8%	13%
Cc1ccc2c(c1)C(c1ccccc1)C(=O)O2 (stereo not drawn)	9%	-1%	15%	3%	-5%	4%	-1%	-1%	-1%	5%	-11%
O=C(c1ccc2c(c1)OCO2)N1CCC2(CC1)Oc1ccc(Cl)cc1C(=O)C21CC(c2cccnc2)=NO1 (stereo not drawn)	-3%	-3%	?	-16%	-22%	-8%	1%	7%	-3%	-1%	-25%
COc1cccc(NS(=O)(=O)NC(=O)c2c[nH]c3ccccc23)c1	10%	5%	1%	-4%	-11%	2%	1%	-3%	0%	-16%	2%
CCS(=O)(=O)N1CCN(S(=O)(=O)c2ccc(Cl)s2)CC1	8%	3%	0%	-4%	0%	-1%	14%	?	17%	?	-4%
Cc1cc(C)c(NC(=O)NC(=O)c2cccc(F)c2)c(C)n1	?	5%	-18%	1%	.	29%	1%	9%	7%	-4%	?
COCCNC(=O)COC(=O)c1ccc(S(=O)(=O)N2CCOCC2)cc1	1%	-3%	0%	-11%	2%	-3%	14%	6%	1%	-2%	4%
O=c1oc2ccccc2c2c1ncn2C1CCCCC1	-6%	-4%	-27%	-2%	.	-4%	3%	5%	7%	3%	-11%
O=C(Nc1ccc(CN2CCOCC2)cc1)c1cccs1	?	?	-40%	-16%	.	3.2µM*	0%	-1%	?	12µM*	86%
O=C(Nc1ccccc1Cl)c1ccccc1S(=O)(=O)c1ccccc1[N+](=O)[O-]	-1%	-2%	5%	?	3%	6%	0%	?	1%	2%	-9%
CC(=O)c1c(C)[nH]c(C(=O)N2CCN(S(=O)(=O)c3ccc(F)c(F)c3)CC2)c1C	-2%	-2%	.	.	-8%	1%	.	.	0%	-1%	-15%
